Screening results from PubChem BioAssay.
MT stabilize HCS – stabilizes microtubules in HeLa cells. HeLa tubulin immunostaining HCS, 24 h; share of cells brighter than vehicle mean+2SD. % tubulin-high responders, % at 10 µM. hit rate 0.83% among 200,000;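 active = plate Z-score above 3 for both tubulin-high and condensed-nucleus cell shares, with cell loss under 80%, at 10 µM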;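 note: anti alpha tubulin signal scored within the nucleus-defined area of each cell; some results filed as inactive read as strong as hits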
bCat nuc transl – modulators of beta-catenin nuclear translocation; AID 1665; HeLa beta-catenin nuclear translocation, immunofluorescence imaging; hit rate 0.3% among 190,000; nuclear translocation activity, % at 5 µM;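 active = nuclear translocation activity above 50% at 5 µM, with a well cell count of 50 or more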;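 note: per-cell ratio of nuclear to cytoplasmic median beta-catenin stain intensity; plate controls were DMSO negative control for no effect and GSK-3 inhibitor IX positive control for full effect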
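Test system: human HeLa cell line; Doses: 5 µM primary, 0.02–20 µM confirmation; Incubation: 24 h compound exposure, 37°C; Detection: beta-catenin immunofluorescence imaging with DAPI; Read-out: beta-catenin nuclear/cytoplasmic ratio, % activation.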
Hep lipid drop – modulators of hepatic lipid droplet formation | AML12 mouse hepatocytes, oleate lipid droplets, BODIPY imaging | inhibition, % at 6.5 µM | hit rate 0.4% among 240,000;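 active = lipid droplet intensity inhibited by at least 50%, with more than 500 cells counted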
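Assay system: AML12 mouse liver cells | Compound dosing: One dose, 6.5 µM compound | Read-out basis: Droplet intensity reduction, % inhibition | Measured by: Fluorescence imaging, 20x objective, two fields per well | Schedule: Overnight treatment with compound plus oleate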
Dynein cargo inh – blocks dynein driven cargo transport along microtubules; 3617.4 mouse cells, GR-EGFP nuclear translocation imaging; test concentration mostly 20 µM; stimulated with dexamethasone, 1 µM; hits give low values; z-score, hits read low; hit rate 0.47% among 220,000; AID 1381;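 active = plate z-score of nuclear minus cytoplasmic receptor signal below a set negative limit, without overly bright fluorescence or cell loss, cut at about -3.5 in these data, passing the limit was not always enough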;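 note: z-score of nuclear minus cytoplasmic ring GR-EGFP intensity difference per well; some compounds called inactive have numbers as strong as hits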
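Buffer or medium: tetracycline-free induction medium containing charcoal-stripped FBS / Reagent: dexamethasone agonist, 1.0 µM final, for 30 min / Technique: automated 10x imaging of fixed Hoechst-stained cells / Times: induction 48 h, compound 1 h, agonist 30 min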
Autophagy mod – autophagy modulation, high-content screen | MEF GFP-LC3 puncta imaging; test concentration mostly 10 µM | calls only at 10 µM (by protocol) | hit rate 0.98% among 190,000 | AID 463193;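 active = percentage of spot-positive cells more than 3 SD above its plate mean, without a fluorescence outlier flag or 80% toxicity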;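 note: spot-positive cell cutoff set from DMSO-treated cells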
NOD2 inhibition – inhibition of NOD2-driven NF-kB reporter – cell-based, luminescence, uHTS, HEK293 (AID 1566) | HEK293 NOD2/NF-kB luciferase reporter, luminescence; higher % means a stronger effect | inhibition, % at 4 µM, or EC50 in µM where a hit was titrated | hit rate 0.63% among 290,000; in the data active = inhibition above about 50%; note: many of its hits are not listed in these tables
WT yeast gro inh – growth inhibition of WT yeast, mitochondrial fusion screen. mitochondrial fusion phenotypic screen, WT strain. inhibition, % at 10 µM. hit rate 2.1% among 190,000. AID 1362; in the data active = inhibition above about 58%; tested in S. cerevisiae
Ins promoter up – MIN6 insulin promoter up-regulation | MIN6 insulin promoter-GFP reporter, high-content imaging; hits give high values | z-score at 5 µM | hit rate 0.3% among 190,000 | AID 1625;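 active = z-score above 3 at 5 µM with at least 500 cells counted in the well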
Yfh1-depleted yeast – enhancers of respiration in Yfh1-depleted yeast, dose response, Friedreich's ataxia, plus single-dose screen (AID 1465); one-dose fold induction at 50 µM; EC50 in µM for titrated hits; S. cerevisiae Yfh1-off respiration, WST-1 reduction, 72 h; higher fold induction means a stronger effect; hit rate 0.074% among 220,000;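 active = fold induction of absorbance versus untreated yeast above a set limit, then at least 30% activation at any dose in follow-up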;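 note: activators that raise dye reduction in frataxin-depleted yeast; strong numbers were not always called active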
WT yeast gro inh mutant strain – further read-out of WT yeast gro inh, marked with its call; inhibition, %; mitochondrial fusion phenotypic screen, mutant strain inhibition
Dynein cargo inh cytoplasmic EGFP – also measured in Dynein cargo inh; calls as there; z-score; measured here: cytoplasmic GR-EGFP intensity; hits give high values
Dynein cargo inh nuclear GR-EGFP – also measured in Dynein cargo inh; calls as there; z-score; measured here: nuclear GR-EGFP intensity;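 lower value marks the stronger effect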
Dynein cargo inh cell count – second read-out of Dynein cargo inh, no call of its own (marks repeat the call); z-score; measured here: cell count per field
Ins promoter up cell count – also measured in Ins promoter up; calls as there; cell count; measured here: cytotoxicity, nuclei count;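 total cells summed across four imaged fields per well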
Hep lipid drop cells 6.5 µM – further read-out of Hep lipid drop, marked with its call; cell count; measured here: cell count, cytotoxicity flag;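 cells counted across two imaged fields per well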
bCat nuc transl cell count 5 µM – recorded beside bCat nuc transl, whose call it bears; cell count; measured here: cell count, cytotoxicity flag
MT stabilize HCS Hoechst-high % – further read-out of MT stabilize HCS, marked with its call; % Hoechst-high responders; measured here: nuclear condensation Hoechst responders;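 share of cells brighter than vehicle mean plus two SD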
MT stabilize HCS cytotoxicity % – further read-out of MT stabilize HCS, marked with its call; toxicity, %; measured here: cytotoxicity by cell density;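 0% = mean cell density of plate MIN control wells and 100% = no cells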
Autophagy mod cell loss 18 h – second read-out of Autophagy mod, no call of its own (marks repeat the call); toxicity, %; measured here: cell loss, nuclei count;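 cell loss after 18 h compound exposure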
Active calls of the source: *; i = inactive; / = no result given. This is a subset; rates above refer to the full screens.

Start of the listing, in advance (two entries):
SMILES	MT stabilize HCS	MT stabilize HCS Hoechst-high %	MT stabilize HCS cytotoxicity %	bCat nuc transl	bCat nuc transl cell count 5 µM	Hep lipid drop	Hep lipid drop cells 6.5 µM	Dynein cargo inh	Dynein cargo inh cytoplasmic EGFP	Dynein cargo inh nuclear GR-EGFP	Dynein cargo inh cell count	Autophagy mod	Autophagy mod cell loss 18 h	NOD2 inhibition	WT yeast gro inh	WT yeast gro inh mutant strain	Ins promoter up	Ins promoter up cell count	Yfh1-depleted yeast
NC(N)=N/N=C/c1ccc(Cl)cc1Cl	/	/	/	0.7	1183	8	711	1.4	0.13	1.3	-0.5	/	/	19%	/	/	-1.1	879	/
CC(C)CN(C(=O)COC(=O)C1c2ccccc2Oc2ccccc21)C1CCS(=O)(=O)C1 (stereo not drawn)	1.2	1.4	6.1	2.3	1089	-2	753	-0.36	-0.029	-0.11	0.17	i	-8	22%	-11	-2	/	/	i

The list itself, from the start:
SMILES	MT stabilize HCS	MT stabilize HCS Hoechst-high %	MT stabilize HCS cytotoxicity %	bCat nuc transl	bCat nuc transl cell count 5 µM	Hep lipid drop	Hep lipid drop cells 6.5 µM	Dynein cargo inh	Dynein cargo inh cytoplasmic EGFP	Dynein cargo inh nuclear GR-EGFP	Dynein cargo inh cell count	Autophagy mod	Autophagy mod cell loss 18 h	NOD2 inhibition	WT yeast gro inh	WT yeast gro inh mutant strain	Ins promoter up	Ins promoter up cell count	Yfh1-depleted yeast
NC(N)=N/N=C/c1ccc(Cl)cc1Cl	/	/	/	0.7	1183	8	711	1.4	0.13	1.3	-0.5	/	/	19%	/	/	-1.1	879	/
CC(C)CN(C(=O)COC(=O)C1c2ccccc2Oc2ccccc21)C1CCS(=O)(=O)C1 (stereo not drawn)	1.2	1.4	6.1	2.3	1089	-2	753	-0.36	-0.029	-0.11	0.17	i	-8	22%	-11	-2	/	/	i
O=C(c1cnn2c(C(F)F)cc(C3CC3)nc12)N1CCCC1	1.1	1.0	10	/	/	1	767	0.47	-0.23	0.3	-0.2	i	-10	4%	-3	7	0.65	1038	i
Cn1c(=O)c2c(nc(NCc3cccnc3)n2Cc2ccc(Cl)cc2)n(C)c1=O	2.8	2.0	2.6	-7.4	1116	36	657	0.24	-0.19	0.24	0.83	i	8	9%	-1	-3	-1.6	901	i
COc1ccc(CNc2ccccc2)cc1Br	3.3	2.6	8.9	-0.2	1109	0	664	0.076	-0.17	0.071	0.083	i	-1	-2%	12	11	0.21	1112	i
Cc1noc(C)c1C(=O)OCC(=O)c1c[nH]c2ccccc12	5.5	3.1	4.1	-6.3	993	/	/	0.39	0.77	0.72	0.076	i	5	6%	1	1	-1	1357	i
COc1ccc2[nH]cc(CCn3ccc(=O)c(C)c3C)c2c1	4.8	2.5	3.3	0.1	1008	-2	659	-0.64	-0.27	-0.18	0.64	i	11	2%	2	15	-1.4	1404	i
CN(Cc1cccc(F)c1)C(=O)c1ccc(S(=O)(=O)C(F)F)cc1	2.3	1.7	11	-1.7	957	/	/	-0.94	-0.22	-0.52	0.91	i	-1	-3%	15	29	0.02	1077	i
CC(=O)c1cccc(N=C2C(=O)Nc3ccccc32)c1	2.4	2.2	19	4.0	1403	/	/	-0.062	-0.3	0.24	-0.025	i	10	11%	4	16	0.57	1553	i
COc1ccc(C(=O)C2CCN(C(=S)NCCc3ccc(OC)c(OC)c3)CC2)cc1	1.1	1.4	0.9	-1.3	941	5	764	1.1	-0.04	0.97	-0.84	i	6	10%	13	1	-0.33	1580	i
COCc1cc(C)nc2sc(C(=O)N3CCCCC3)c(N)c12	3.1	1.9	11	/	/	7	800	2.3	-0.18	1.1	-0.32	i	5	9%	-10	-28	0.86	843	i
O=c1oc2cc(OCc3c(F)c(F)c(F)c(F)c3F)ccc2cc1-c1ccccn1	4.1	2.0	5.0	-3.1	1182	-18	494	0.37	-0.21	0.0043	0.4	i	28	0%	10	3	-0.03	1348	i
O=C(Nc1ccc(F)cc1)Nc1ccc(N2CCOCC2)c2nonc12	3.9	2.5	9.3	1.3	1511	11	647	-0.19	-0.17	0.14	-0.17	i	-14	-26%	5	-4	-0.39	1377	i
Cc1c(NC(=O)C(C)OC(=O)/C=C/c2ccco2)c(=O)n(-c2ccccc2)n1C (stereo not drawn)	3.0	1.7	5.9	-2.5	1145	6	716	-0.46	-0.37	0.11	0.53	i	14	12%	-9	11	0.18	1334	i
O=C(/C=C/C(=O)NCc1cccs1)NCc1cccs1	/	/	/	-0.2	1288	-10	709	0.13	-0.26	0.53	0.38	/	/	1%	/	/	-0.02	937	i
CN(C)c1nc(Cl)nc(NCCOc2ccccc2)n1	3.7	3.5	2.2	0.4	548	32	785	-0.33	-0.32	-0.49	0.82	i	2	-8%	4	-6	0.41	1062	i
CC(=O)c1ccc(NC(=O)CCNS(=O)(=O)c2cccc3nonc23)cc1	3.8	1.8	4.6	/	/	6	735	1.9	-0.21	1.1	0.022	i	10	-8%	-2	-5	0.13	1339	i
CCC(=O)Nc1ccc(C(=O)CSc2nc3ccccc3cc2CC)cc1	1.7	1.8	11	-2.7	1059	-10	703	-0.76	-0.16	-0.64	1.7	i	2	-15%	-2	3	-0.69	1757	i
Cc1nc2c(C)[n+](CC(=O)c3ccccc3)ccc2n1C	/	/	/	-0.1	1320	8	761	-0.68	-0.16	-0.015	0.021	/	/	0%	/	/	0.02	1083	i
CCCCCCCCC(=O)N/N=C/c1ccccn1	4.0	1.4	4.4	1.9	1371	/	/	0.49	-0.17	0.79	1	i	16	9%	-8	-2	-0.71	1489	i
N#Cc1ccc(-c2ccc(F)cc2)nc1Oc1ccc(F)cc1	1.3	1.3	4.1	0.1	1311	/	/	-0.37	-0.22	-0.5	0.64	i	28	12%	-7	-5	-0.28	1535	i
O=C(c1ccc(NC2=NC3CS(=O)(=O)CC3S2)cc1)N1CCN(C(=O)c2ccco2)CC1 (stereo not drawn)	3.2	1.2	8.5	-2.6	597	19	780	-0.71	-0.23	0.21	0.66	i	2	1%	15	9	0.02	1304	i
c1csc(-c2nn3c(Cn4nnc5ccccc54)nnc3s2)c1	2.7	1.7	4.2	1.0	901	-4	698	0.28	0.038	0.47	-0.73	i	0	6%	-12	0	-0.55	1531	i
O=C(Nc1nccs1)c1cc2c(s1)-c1ccccc1OC2	3.9	4.6	10	3.3	1120	/	/	-1.5	-0.22	-0.6	0.1	i	10	-72%	24	22	-1	920	/
Cc1ccc(S(=O)(=O)Nc2nc3ccccc3nc2N2CCc3ccccc3C2)cc1	1.2	1.8	7.3	3.8	1384	/	/	-0.068	-0.22	-0.16	-0.072	i	-2	-22%	3	3	1.3	1652	/
CN1C(=O)c2ccccc2Sc2ccc(NC(=O)N3CCOCC3)cc21	3.2	2.0	12	0.7	1100	8	718	0.055	-0.3	0.51	0.38	i	-9	18%	-3	-14	0.72	1192	i
CCOC(=O)N1CCN(C(=O)CCSCCc2ccncc2)CC1	5.4	2.2	9.5	1.8	814	/	/	-0.53	-0.4	0.026	-0.069	i	12	13%	-18	-7	-1.1	813	i
Cc1cccc2cc(COC(=O)c3cccc([N+](=O)[O-])c3)c(=O)[nH]c12	/	/	/	-0.4	1331	-1	634	-1.3	-0.21	-0.67	2.3	/	/	0%	/	/	0.32	1030	i
c1ccc2[nH]c(-c3cscn3)nc2c1	3.4	3.4	3.1	/	/	-18	648	0.28	-0.27	0.58	0.16	i	5	8%	11	0	/	/	/
COCCn1c(SCC(=O)N2CCCc3ccccc32)nnc1-c1ccco1	2.5	1.2	2.9	/	/	0	708	1.5	-0.14	1.3	-2.7	i	-2	4%	-10	4	-0.73	1251	i
COc1cccc(CNCCSc2nnnn2C)c1OC	1.5	1.2	5.8	/	/	22	834	-0.049	0.45	0.4	-0.53	i	-10	11%	-12	7	/	/	i
COc1cccc(-c2nnc(SCC(=O)N3CCCc4ccccc43)o2)c1	4.2	1.5	2.3	-1.5	1076	-57	617	0.11	-0.26	0.39	1.1	i	-12	-11%	3	-12	0.49	1104	i
COc1ccc(Cl)cc1NC(=O)CN(C)C(=O)COc1ccccc1F	2.9	3.0	10	-1.3	1130	38	828	0.91	-0.14	0.81	-1.2	i	1	-2%	-15	8	/	/	i
Cc1ccc(/C=N/NC(=O)C2CC(=O)N(c3ccccc3)C2)s1 (stereo not drawn)	8.7	12	15	57*	261*	11	634	0.4	-0.1	0.38	-0.37	i	12	-9%	2	7	/	/	i
COC(=O)Cn1nc(-c2ccccc2)n(-c2ccccc2)c1=S	1.7	1.7	9.6	/	/	/	/	3.6	-0.16	3.6	-1.9	i	-1	12%	14	12	/	/	/
COc1cc(C(=O)Nc2ccc3c(c2)N(C(=O)CN2CCN(C)CC2)c2ccccc2CC3)cc(OC)c1OC	/	/	/	0.2	1328	-4	629	0.4	-0.24	0.35	-0.068	/	/	19%	/	/	-0.1	1489	i
O=C(O)Cc1cn(Cc2cccc(Cl)c2)c2ccccc12	2.2	3.9	5.0	1.3	982	-23	670	-1.7	-0.22	-1.1	1	i	-6	15%	-1	13	-0.93	1192	i
CCOc1cc(C2C(C(=O)O)c3cc(OCC)c(OCC)cc3C(=O)N2C)ccc1O (stereo not drawn)	3.6	2.6	6.0	/	/	5	719	-0.68	-0.2	-0.069	0.84	i	8	8%	5	-4	-0.54	1214	i
Cc1ccc(S(=O)(=O)N2CCC(C(=O)NNS(=O)(=O)c3ccc(Cl)cc3)CC2)cc1	2.2	2.1	12	/	/	/	/	-0.11	-0.23	-0.35	-0.072	i	0	-13%	-19	-3	/	/	i
